Screens (PubChem BioAssay)
MITF primary = inhibitors of human MITF; inhibition, % at 2.6 µM; AlphaScreen MITF homodimerization, bead proximity signal; O75030; AID 1259374; actives 0.91% (n = 650,000); in the data active = inhibition above about 50%;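 note: 0% = vehicle wells with protein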
Target sequence (O75030 whole entry, looked up): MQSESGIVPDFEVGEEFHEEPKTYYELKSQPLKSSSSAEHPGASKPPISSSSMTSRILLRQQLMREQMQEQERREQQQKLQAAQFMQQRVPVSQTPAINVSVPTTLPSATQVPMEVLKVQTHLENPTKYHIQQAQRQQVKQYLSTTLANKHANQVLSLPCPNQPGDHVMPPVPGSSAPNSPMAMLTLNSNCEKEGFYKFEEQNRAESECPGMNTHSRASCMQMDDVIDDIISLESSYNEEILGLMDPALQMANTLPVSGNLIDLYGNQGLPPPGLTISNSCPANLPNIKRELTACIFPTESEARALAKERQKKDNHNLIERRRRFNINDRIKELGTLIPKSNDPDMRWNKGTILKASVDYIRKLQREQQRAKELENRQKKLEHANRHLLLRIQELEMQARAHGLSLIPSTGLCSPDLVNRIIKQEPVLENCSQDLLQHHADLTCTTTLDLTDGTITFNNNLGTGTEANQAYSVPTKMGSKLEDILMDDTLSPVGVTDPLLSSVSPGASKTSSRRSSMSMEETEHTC
GPR151 activ = activators of human GPR151; PathHunter beta-arrestin GPR151 cells, luminescence; actives 1% (n = 650,000); Q8TDV0; activation, % at 11.2 µM; in the data active = activation above about 4.9%;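 note: 0% = median of compound wells and 100% = cells with positive control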
Target sequence (Q8TDV0 whole entry, looked up): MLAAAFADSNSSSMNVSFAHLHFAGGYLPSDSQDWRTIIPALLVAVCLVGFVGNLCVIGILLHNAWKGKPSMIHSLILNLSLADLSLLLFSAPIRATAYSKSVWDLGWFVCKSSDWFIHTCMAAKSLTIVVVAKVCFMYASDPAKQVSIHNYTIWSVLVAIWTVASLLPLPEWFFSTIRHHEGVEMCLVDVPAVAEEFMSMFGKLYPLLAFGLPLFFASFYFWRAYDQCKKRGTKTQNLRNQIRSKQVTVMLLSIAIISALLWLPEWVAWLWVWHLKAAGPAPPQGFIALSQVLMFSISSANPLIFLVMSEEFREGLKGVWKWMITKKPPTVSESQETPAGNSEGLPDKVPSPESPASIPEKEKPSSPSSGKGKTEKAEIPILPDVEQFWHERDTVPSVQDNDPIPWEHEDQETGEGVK
TEAD-YAP block = TEAD-YAP interaction inhibition; inhibition, % at 9.12 µM; HEK-TIYL cells, TEAD-Gal4/YAP UAS-luciferase luminescence; actives 1.4% (n = 640,000); in the data active = inhibition above about 32%;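 note: 0% = median of test compound wells and 100% = reference inhibitor wells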
FBW7 act = human FBW7 E3 ligase activation, primary screen; Q969H0; AlphaScreen FBW7–phospho-cyclin E peptide binding, activator screen; normalized activity (activation), % at 26.1 µM; actives 0.13% (n = 650,000); in the data active = normalized activity above about 1.9%;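 note: purified mutant Fbw7 with reduced substrate affinity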
Numbers without * were called inactive; & = joins results of further samples.

SMILES	MITF primary	GPR151 activ	TEAD-YAP block	FBW7 act
CC(C(=O)OCC(=O)c1c(N)n(C)c(=O)n(C)c1=O)N1C(=O)c2ccccc2C1=O (centres undefined)	0	1.3	7	0.0
CC(C)(C)c1ccc(OCc2nnc(SCc3nc(N)nc(Nc4ccccc4)n3)n2-c2ccccc2)cc1	13	-0.3	1	0.0
Cc1cccn2c(=O)cc(OCC(=O)N3CCC(Cc4ccccc4)CC3)nc12	4	1.5	12	-0.2
COc1c(Cl)cc(Cl)cc1-c1nnc2ccc3ccccc3n12	18	0.0	-12	0.4
Cc1ccc(-c2ocnc2C(=O)Nc2ncc(-c3cccnc3)s2)cc1	13	-0.4	1	-0.1
Fc1ccc(OCC2CCCN(Cc3nc(-c4ccccn4)no3)C2)cc1 (centres undefined)	-92	-1.0	5	0.1
COc1ccc(OCCC(=O)OCc2csc(-c3ccccc3)n2)cc1	-5	-0.9	-17	0.0
O=C(NCCn1ccnc1)C1CC12CCN(C(=O)c1ccc(-c3ccc(F)cc3)cc1)CC2 (centres undefined)	-5	-0.7	8	-0.3
Cc1ccc(-c2noc(COc3cc(C)cc(C)c3)n2)cc1	-3	0.9	11	0.1
O=C(Nc1nc(=S)ss1)c1ccccc1Cl	-3	-0.9	-2	0.3
O=C(Nc1ccccc1)N1CCCC2CCCCC21 (centres undefined)	-1	0.4	-39	0.0
N#C/C(=C\c1cn(Cc2ccccc2F)c2ccccc12)c1nn(CCO)c(N)c1C#N	-1	-0.1	-7	-0.2
O=C(NNC(=O)NC12CC3CC(CC(C3)C1)C2)Nc1ccccc1	6	-0.8	5	-0.1
Cc1[nH]n(-c2ccccc2)c(=O)c1C(c1ccccc1)c1c(C)[nH]n(-c2ccccc2)c1=O	-8	0.0	-6	-1.3
O=C(NCC(O)c1ccccc1)C(=O)Nc1cccc(Cl)c1Cl (centres undefined)	-5	1.6	-2	0.0
O=C(Nc1cccc(NS(=O)(=O)c2cccc([N+](=O)[O-])c2)c1)c1cccs1	6	-0.5	-3	0.0
Cc1ccc(N2CC(NC(=O)N3CCN(C(=O)c4ccco4)CC3)CC2=O)cc1C (centres undefined)	-10	-1.1	12	-0.1
N#Cc1c(C(F)(F)F)nc(=O)n2c1sc1ccccc12	5	-0.1	12	-0.1
N#Cc1c(-c2ccccc2)cc(-c2ccccc2)nc1SCCS(=O)Cc1ccccc1 (centres undefined)	14	0.3	-3	0.3
CCOC(=O)CS(=O)(=O)c1ccc(C(=O)N2CCN(c3cccc(C)c3C)CC2)cc1[N+](=O)[O-]	-3	0.6	34*	0.0
CN1CCN(C(=O)c2ccc(-c3cnc4[nH]c(=O)n(C5CCCC5)c4n3)cc2)CC1	7	-0.3	9	-0.5
CC1(C)CC(=O)C=C(NNC(=O)c2ccco2)C1	-2	-0.6	-21	0.0
COC(=O)CCC(=O)Nc1cccc(Cl)c1Cl	11	-0.9	-7	0.0
O=C(Nc1ccc(F)cc1F)c1cnc2n(c1=O)CCS2	3	-1.2	5	0.3
Nc1nn(S(=O)(=O)c2cccc3nsnc23)cc1-c1ccc(Br)cc1	-5	-0.1	-10	0.0
O=C(NC1CCCC1)c1nc2c(nnn2Cc2ccccc2Cl)c(=O)[nH]1	3	0.6	2	0.1
CC(=O)C1=NN(c2ccccc2)C(c2ccccc2OCc2c(Cl)cccc2Cl)N1c1ccc(Cl)c(Cl)c1 (centres undefined)	1	0.1	-12	-0.2
Cc1cccn2c(=O)c3cc(C(=O)NCc4ccccn4)n(C)c3nc12	12	0.7	6	0.1
O=C1N(Cc2ccc3c(c2)OCO3)c2cccnc2OC1(F)F	20	-0.3	11	0.3
COc1ccccc1CNC(=O)N/C=C/c1ccccc1Cl	-10	-0.1	1	0.5
CC1CCN(C(c2ccc(O)cc2)c2nnnn2Cc2ccccc2)CC1 (centres undefined)	10	-0.2	7	0.0
Cn1c(=O)oc2cc(S(=O)(=O)N3CCN(C(=O)c4ccco4)CC3)ccc21	-29	0.6	10	0.4
c1ccc(-c2nn3c(-c4ccccc4)nnc3s2)cc1	-15	0.5	-1	0.0
Cc1cc(C)n(CCN(C)Cc2c(C(=O)N3CCCCC3)nc3sccn23)n1	8	0.2	-2	-0.1
O=C1C(Cl)=Cc2cccc3c(N4CCSCC4)ccc1c23	9	-0.4	-15	0.8
CCN(CC)CC(=O)Nc1c2c(nc3ccccc13)CCC2	5	0.9	-14	-0.1
COc1ccc(Nc2c3c(nc4ccc(C)cc24)CCC3)cc1	14	0.1	-3	0.0
COc1ccccc1N1C(=O)c2cccc(Br)c2C1=O	-10	1.0	-4	0.0
CC(C)n1cc(NC(=O)C2CC(c3cccc(Br)c3)=NO2)cn1 (centres undefined)	2	-0.3	4	-0.1
CNC(=O)CSc1cn(CC(=O)N(C(C)C)C(C)C)c2ccccc12	10	1.3	3	0.3

14 compounds from above, arranged by SMILES length, falling.
SMILES	MITF primary	GPR151 activ	TEAD-YAP block	FBW7 act
CCOC(=O)CS(=O)(=O)c1ccc(C(=O)N2CCN(c3cccc(C)c3C)CC2)cc1[N+](=O)[O-]	-3	0.6	34*	0.0
CC(=O)C1=NN(c2ccccc2)C(c2ccccc2OCc2c(Cl)cccc2Cl)N1c1ccc(Cl)c(Cl)c1 (centres undefined)	1	0.1	-12	-0.2
Cc1[nH]n(-c2ccccc2)c(=O)c1C(c1ccccc1)c1c(C)[nH]n(-c2ccccc2)c1=O	-8	0.0	-6	-1.3
O=C(NCCn1ccnc1)C1CC12CCN(C(=O)c1ccc(-c3ccc(F)cc3)cc1)CC2 (centres undefined)	-5	-0.7	8	-0.3
O=C(Nc1cccc(NS(=O)(=O)c2cccc([N+](=O)[O-])c2)c1)c1cccs1	6	-0.5	-3	0.0
Cc1ccc(N2CC(NC(=O)N3CCN(C(=O)c4ccco4)CC3)CC2=O)cc1C (centres undefined)	-10	-1.1	12	-0.1
O=C(NC1CCCC1)c1nc2c(nnn2Cc2ccccc2Cl)c(=O)[nH]1	3	0.6	2	0.1
CNC(=O)CSc1cn(CC(=O)N(C(C)C)C(C)C)c2ccccc12	10	1.3	3	0.3
O=C(NNC(=O)NC12CC3CC(CC(C3)C1)C2)Nc1ccccc1	6	-0.8	5	-0.1
O=C1N(Cc2ccc3c(c2)OCO3)c2cccnc2OC1(F)F	20	-0.3	11	0.3
Cc1ccc(-c2noc(COc3cc(C)cc(C)c3)n2)cc1	-3	0.9	11	0.1
N#Cc1c(C(F)(F)F)nc(=O)n2c1sc1ccccc12	5	-0.1	12	-0.1
COc1ccccc1N1C(=O)c2cccc(Br)c2C1=O	-10	1.0	-4	0.0
COC(=O)CCC(=O)Nc1cccc(Cl)c1Cl	11	-0.9	-7	0.0

Additional results
SMILES	MITF primary	GPR151 activ	TEAD-YAP block	FBW7 act
COc1ccc(-n2nc(C(=O)O)c3ccccc3c2=O)c(OC)c1	10	-0.5	-8	0.0
O=C(Nc1c2c(nn1-c1ccc(F)cc1)CS(=O)(=O)C2)c1cc(Br)ccc1Cl	19	-0.7	12	0.2
COc1ccc(C(=O)Cn2c(N3CCOCC3)nc3c2c(=O)n(C)c(=O)n3C)cc1	-9	0.6	-16	-0.2
COc1cc(Nc2ccc(-n3cc(CC(=O)NCc4nc5ccccc5[nH]4)c4ccccc43)nn2)cc(OC)c1OC	-9	0.0	-2	0.0
COc1ccc(O)c(/C=N/NC(=O)C2SCCCS2)c1	13	0.5	-6	-0.2
Cc1cc(-c2ccc(/C=C(\C#N)c3nn(CCO)c(N)c3C#N)o2)ccc1[N+](=O)[O-]	2	0.7	6	0.0
CN(Cc1ccccc1)C1(O)C(=O)Nc2ccc(Cl)cc21 (centres undefined)	7	2.1	2	0.0
CC(=O)c1c(C)oc2ccc(N(C(C)=O)S(=O)(=O)c3ccc(Cl)cc3)cc12	6	0.8	12	0.3
CCc1ccc(C(=O)Oc2ccc(OC(=O)c3ccc(CC)cc3)c(Br)c2)cc1	20	-0.8	3	0.0
CN(Cc1ccccc1)S(=O)(=O)c1ccc2[nH]cc(C(=O)O)c(=O)c2c1	11	0.1	2	0.3
Cc1cccc(C)c1NC(=O)NC(C)c1nc(-c2cccnc2)n[nH]1 (centres undefined)	13	0.2	-4	0.1
O=c1c2cc(F)ccc2[nH]c(=S)n1CCc1c[nH]c2ccccc12	-2	1.1	-20	0.0
CC1(C)CC(c2nc(-c3ccccc3)cs2)CCO1 (centres undefined)	1	-0.7	-55	-0.3
O=C(CCOc1ccccc1)NCCc1nc2ccccc2[nH]1	3	-1.2	6	0.1
COc1ccc(CCNS(=O)c2ccc3ccccc3c2)cc1OC (centres undefined)	0	-0.2	4	0.0
COC(=O)COc1ccc(S(=O)(=O)NCc2ccncc2)cc1	-3	0.7	-6	-0.1
O=C1CSC(c2ccccc2Br)N1c1cc(Cl)ccc1O (centres undefined)	1	-0.5	4	0.1
CC(C)(C)c1ccc(NC(=O)NCCN2CCN(S(C)(=O)=O)CC2)cc1	0	-0.9	-10	0.0
CCOc1ccc2c(c1)-c1c(sn(-c3ccc(Br)cc3)c1=S)C(C)(C)N2	-7	-1.1	-3	-0.1
CC1CCCN(C(=O)Cn2ncn3c(cc4ccsc43)c2=O)C1 (centres undefined)	-10	0.5	9	-0.1
Cc1ccc(NC(=O)COc2ccc(-c3nn(C)c(=O)c4ccccc34)cc2)cc1	8	0.3	7	0.0
COC(=O)c1nnn(CC(=O)Nc2ccc(Cl)cc2Cl)c1C(=O)OC	2	-0.9	-5	0.0
OCCCCNCc1ccccc1OCc1ccc(F)cc1	10	-0.1	3	0.0
C=C(C)C#CCN(CC)CC	4	-0.9	5	0.0
O=C(NCc1ccc2c(c1)OCO2)C1(c2cccs2)CCCC1	15	0.4	-6	0.0
Cc1ccccc1-n1ccnc1SCC(=O)NCC1CCCO1 (centres undefined)	-13	-2.5	-5	0.0
Cc1cc(Nc2ccc(O)cc2)n2c(nc3ccccc32)c1C#N	-13	-0.6	-6	0.1
Cc1c(NC(=O)CSc2nnc(-c3ccco3)o2)c(=O)n(-c2ccccc2)n1C	6	-0.8	-1	-0.1
COc1ccc(C(=O)c2ccccc2)c(Oc2nc([N+](=O)[O-])nn2C)c1	4	-0.5	5	-0.3
CCCCOc1ccc(C2=N/C(=C\c3cccc(OC)c3OC)C(=O)O2)cc1	-6	0.5	-2	0.1
CC12CC(NC(=O)N1c1ccc(C(=O)NCc3ccccc3)cc1)c1ccccc1O2 (centres undefined)	1	0.7	12	0.1
O=C(Oc1ccc(-n2ccnc2)cc1)c1ccc2c(c1)S(=O)(=O)c1ccccc1C2=O	1	0.5	1	-0.1
Cc1ccc(-c2cc(C(=O)O)c3ccccc3n2)cc1C	0	-3.7	5	0.0
Cc1ccc(C)c(Oc2coc3cc(OCC(=O)OC4CCCCC4)ccc3c2=O)c1	12	-0.1	-6	0.1
Cc1cnn(C(=O)c2oc3ccccc3c2C)c1	14	-1.6	1	-0.2
COc1ccc(/C(C)=N\N=C2/NC(=O)C(Cc3ccccc3)S2)cc1 (centres undefined)	14	-0.5	12	0.1
COC(=O)c1ccc(NC(=O)c2c(Cl)ccc(Cl)c2OC)cc1	-3	-1.2	8	-0.1
COc1ccc2c(c1)C(C)(Cc1ccccc1OC)C(=O)N2 (centres undefined)	-2	-0.7	1	-0.1
Cc1n[nH]c(C)c1C12CC3CC(CC(C3)C1)C2	-2	0.2	-9	-0.1
CC1CN(C)CCC1OC(=O)c1ccccc1 (centres undefined)	1	0.5	3	0.9
Cn1c2ccccc2n2nc(-c3ccccc3)nc12	6	-2.5	20	0.1
CCOC(=O)c1cccc(Nc2nc(-c3ccccc3)nc3ccccc23)c1	17	5.9*	4	0.2
Cc1ccc(-c2cc(C(F)(F)F)n3nc(C(=O)Nc4sc5c(c4C(=O)OC(C)C)CCCC5)cc3n2)cc1	6	-0.6	9	0.4
COc1ccc(CCS(=O)(=O)NCC2(c3cccs3)CCOCC2)cc1	-18	-1.8	-5	0.0
CC1Cc2ccccc2N1C(=O)CN1CCN(C)CC1 (centres undefined)	77*	-1.4	5	-0.1
O=C(NCc1cccnc1)C(=O)Nc1ccc(Cl)c(C(F)(F)F)c1	1	-0.5	4	0.2
O=C(CCC1CCCN(C(=O)c2ccoc2)C1)NCc1ccccc1F (centres undefined)	1	0.5	-6	-0.1
COc1ccc(-c2cnc3c(Nc4cccc(C(F)(F)F)c4)nccn23)cc1	-2	-1.8	5	0.0
COCCNCCCCOc1ccc(Cl)c(Cl)c1	57*	0.1	4	0.6
Cc1ccc(C(=O)NC(Nc2cccc(C)c2)C(=O)c2ccccc2)cc1 (centres undefined)	8	4.6	-13	-0.3
Additional results:
SMILES	MITF primary	GPR151 activ	TEAD-YAP block	FBW7 act
NC(=O)c1c(NC(=O)C2CC(=O)N(c3ccc4c(c3)OCCO4)C2)sc2c1CCCC2 (centres undefined)	0	-0.8	13	0.0
COc1cc(CNCC(C)NCc2ccc(O)c(OC)c2)ccc1O (centres undefined)	-8	0.0	2	-0.1
CCc1ccc(NC(=O)C(=O)Nc2cccc3ccccc23)cc1	17	0.0	6	0.5
CCOc1ccc(-c2csc(NC(=O)CCCOc3ccc(OC)cc3)n2)cc1	7	0.4	-6	0.5
CCOc1cc(C2NC(=O)NC(C)=C2C(C)=O)ccc1OCc1ccccc1Cl (centres undefined)	3	0.7	-19	-0.1
Cc1ccc(S(=O)(=O)NC(=S)c2ccc(Cl)cc2)cc1	2&-1	-1.3&2.3	3&3	0.0&0.0
COc1ccc(Cl)cc1NC(=O)C1=C(C)NC(=O)NC1c1ccc(O)cc1 (centres undefined)	5	-0.2	-4	0.6
Cc1cccc(C(=O)Nc2cccc(-c3ccc4nnc(-c5ccncc5)n4n3)c2)c1	-4	-0.6	0	0.0
Cc1cc(I)ccc1NC(=O)c1ccc2c(c1)OCCO2	-9	-0.8	-50	-0.2
C/C(O)=C(/C(=S)NC(=O)c1ccccc1)C(N)=NC(=O)c1ccccc1	12	0.1	0	0.2
